Bioassay records: PubChem, Vanderbilt High Throughput Screening Facility
Cav3 T inh – inhibitors of human Cav3.2 T-type calcium channel; O95180; Cav3.2-expressing cells, Fluo-4 calcium fluorescence FDSS; hits give low values; B-score at 10 µM; 100,000 tested, 4% active;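 active means single-dose well whose peak fluorescence ratio is a statistical outlier from its plate by either plate-standardised score or position-corrected B-score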
* marks the source's active call; other numbers are inactive results. The list is partial; the hit share may differ from the screen's.

Cav3 T inh | structure
-0.23 | COC(=O)C1=C[C@@H](C(=O)OC)C2C3=C(C(=O)C24CCCCC4)[C@H](C)n2c(=O)n(-c4ccccc4)c(=O)n2[C@@H]3C1 (stereo not given in full)
-1.1 | CCc1nc2c(cnn2-c2ccc(F)cc2)c(=O)n1-c1ccc(N2CCC(C)CC2)cc1
1.6 | O=C(CS(=O)c1ccc(C(F)(F)F)cc1[N+](=O)[O-])Oc1ccc(Cl)cc1 (stereo not given)
0.12 | CS(=O)(=O)N(CC(=O)NCc1ccccc1)C1CCCCC1
-3.4 | COc1ccccc1CNC(=O)C1CCN(S(=O)(=O)c2cccc3cccnc23)CC1
-2.1 | CC1CCCC(NC(=O)Cn2cc3c(n2)CCCCC3)C1C (stereo not given)
1.8 | CC/C(=N\O)c1ccc(O)c(OC)c1
-0.13 | O=C(NC1CC1)c1ccc2c(c1)NC(=O)c1ccccc1S2

Next part; it opens with the seven that closed the last part.
Cav3 T inh | structure
-1.1 | CCc1nc2c(cnn2-c2ccc(F)cc2)c(=O)n1-c1ccc(N2CCC(C)CC2)cc1
1.6 | O=C(CS(=O)c1ccc(C(F)(F)F)cc1[N+](=O)[O-])Oc1ccc(Cl)cc1 (stereo not given)
0.12 | CS(=O)(=O)N(CC(=O)NCc1ccccc1)C1CCCCC1
-3.4 | COc1ccccc1CNC(=O)C1CCN(S(=O)(=O)c2cccc3cccnc23)CC1
-2.1 | CC1CCCC(NC(=O)Cn2cc3c(n2)CCCCC3)C1C (stereo not given)
1.8 | CC/C(=N\O)c1ccc(O)c(OC)c1
-0.13 | O=C(NC1CC1)c1ccc2c(c1)NC(=O)c1ccccc1S2
1.6 | COc1cc(C(=O)Oc2cccc(C=O)c2)cc(OC)c1OC
-0.95 | COC(=O)c1[nH]nc2c1C(=O)N(C1CCCCC1)C2=O
0.16 | COc1ccc(/C=N/N=C2/NC(=O)C(c3ccccc3)S2)c(OC)c1 (stereo not given)
0.0018 | CC1CC(C)CN(CCCNC(=O)COc2cc(=O)n(C)c3ccccc23)C1 (stereo not given)
-2 | Cc1cc(C(=O)Nc2cc(C)n(Cc3ccc(Cl)cc3)n2)no1
1 | Cn1cnnc1SCC(=O)c1ccco1
-0.21 | CCOc1cc2[nH]c(=S)n(C(C)C)c(=O)c2cc1OCC
-3.2 | Cc1ccc(-c2nnc(Sc3nc4ccccc4o3)c3ccccc23)cc1

Cav3 T inh | structure
-0.088 | COc1ccc(-c2nnn(CC(=O)c3c[nH]c4ccccc34)n2)cc1OC
0.038 | CCCNC(=S)NCCN1CCCCC1
0.49 | CCC(=O)N/C(=N\OCc1ccc(F)cc1)c1nonc1NC(=O)CC
-0.00038 | Cc1ccc(NC(=O)OCCN2CCN(Cc3ccccc3)CCC2=O)cc1C
-6.6* | Cn1cc(C(=O)c2ccc(Cl)cc2Cl)cc1C(=O)N/N=C(\N)COc1ccccc1
0.91 | CC(C)n1c(SCC(=O)N2CCCC2)nc2c1c(=O)n(C)c(=O)n2C
0.18 | CCc1c(C)sc(NC(=O)CC#N)c1C#N
-0.45 | COc1cccc(C(=O)Nc2ncc3c(n2)CC(C)(C)CC3=O)c1

Cav3 T inh | structure
-0.014 | CC(=O)Nc1nnc(SCc2ccccc2F)s1
-3.8 | Cc1occc1-c1nnc(SCC(=O)Nc2ccccc2)n1CCc1ccccc1
-4.5* | COc1ccc(C(c2nnnn2Cc2ccccc2)N2CCN(c3ccccc3)CC2)cc1 (stereo not given)
0.78 | CC(C)N1C(=O)c2ccccc2C1C(=O)NC1CCCCCC1 (stereo not given)
0.0034 | Cc1nc2cc(CO)ccc2n1C
1.1 | CCn1c(SCC(=O)NC2CCCCC2)nnc1-c1cccs1
0.044 | CCCS(=O)(=O)N1CCC(C(=O)N2CCN(C(=O)OCC)CC2)CC1
-3.6 | O=S(=O)(c1ccccc1)N1CCN(Cc2ccccc2C(F)(F)F)CC1

Cav3 T inh | structure
0.18 | Cc1cc(C)n(-c2nc3c(c(=O)[nH]c(=O)n3C)n2CC(O)c2ccccc2)n1 (stereo not given)
0.14 | CCSc1nc(O)c(C2OC(=O)c3c2ccc(OC)c3OC)c(=O)n1CC (stereo not given)
-1.8 | O=C(C1CCC(CNS(=O)(=O)c2cccc3cccnc23)CC1)N1CCc2ccccc21 (stereo not given)
-0.26 | CCCS(=O)(=O)N1CCN(C(=O)c2ccc(-c3ccccc3)cc2)CC1
0.086 | COc1cc(C(=O)Nc2nnc(CC(=O)N3CCOCC3)s2)cc(OC)c1OC
0.17 | O=C(O)CSc1sc(=S)sc1SCC(=O)O
-0.4 | CC(CNC(=O)c1cc(Cl)ccc1[N+](=O)[O-])NC(=O)c1cc(Cl)ccc1[N+](=O)[O-] (stereo not given)
0.25 | CCCN1CCC(=NNC(=O)c2ccc(Br)o2)CC1

Cav3 T inh | structure
0.14 | Cc1ccc(C(=O)c2ccc([N+](=O)[O-])cc2)c(C)c1
-0.51 | Cc1ccc(NC(=O)c2cc(-n3cnnc3)ccc2Cl)cc1
-3 | CCCCCCCCOC(=O)CCc1c(C)[nH]c(=S)[nH]c1=O
-4.7* | Cc1cccc(-n2nnc(C(=O)N3CCc4ccccc4C3)c2N)c1
-0.089 | O=C1CSC(c2cn(-c3ccccc3)nc2-c2cc3ccccc3oc2=O)N1Cc1ccccc1 (stereo not given)
0.48 | O=C(c1ccc2c(c1)OCO2)N1CCCC1
-0.63 | O=S(=O)(NCc1cccs1)c1cccc(S(=O)(=O)N2CCCCC2)c1
0.095 | COc1ccc(-c2cc(CCCC(=O)NCc3ccccn3)no2)cc1

Cav3 T inh | structure
0.19 | CCc1ccc(CNc2ccc(N3CCN(C(C)=O)CC3)cc2)cc1
-3.9 | c1ccc(-c2csc3nnc(SCc4ccc5c(c4)OCCO5)n23)cc1
-0.8 | Brc1ccc(-c2nnc(SCCC3OCCCO3)o2)cc1
-0.76 | c1ccc(OCc2nn3c(-c4ccccn4)nnc3s2)cc1
0.16 | O=C(CN1C(=O)c2ccccc2C1=O)NN1C(=O)c2ccccc2C1=O
0.74 | CC(C)(C)NC(=O)C(c1ccccc1)N(Cc1ccco1)C(=O)c1csnn1 (stereo not given)
-6* | CCOc1cc2nc(-c3ccc(OC)c(OC)c3)nc(N3CCOCC3)c2cc1OC
0.093 | O=C(Nc1ccc2c(c1)OCCO2)C1CCN(c2cnccn2)CC1

Cav3 T inh | structure
-0.94 | COC(=O)c1ccc(-c2nc(-c3ccc(Br)o3)no2)cc1
0.19 | Cc1ccc(CNC(=O)C2CCN(S(=O)(=O)c3cccs3)CC2)o1
-0.039 | CCCCN(CC)C(=O)CN(C)S(=O)(=O)c1cccc2nsnc12
0.56 | C=CCN(CCNP(=O)(OCC)OCC)CP(=O)(OCC)OCC
0.29 | CC1CN(c2oc(-c3ccccc3Cl)nc2C#N)CC(C)O1 (stereo not given)
-0.036 | Cc1ccc(OCC(=O)NCc2cccs2)cc1
0.97 | COc1cc(C)c(S(=O)(=O)Nc2ccc(CC(=O)O)cc2)cc1C
0.99 | CC(=O)N1CCc2cc(S(=O)(=O)NC(CC(C)C)C(=O)N3CCn4c3nc3ccccc34)ccc21 (stereo not given)

The closing five records of the section above are carried over, then new ones follow:
Cav3 T inh | structure
0.56 | C=CCN(CCNP(=O)(OCC)OCC)CP(=O)(OCC)OCC
0.29 | CC1CN(c2oc(-c3ccccc3Cl)nc2C#N)CC(C)O1 (stereo not given)
-0.036 | Cc1ccc(OCC(=O)NCc2cccs2)cc1
0.97 | COc1cc(C)c(S(=O)(=O)Nc2ccc(CC(=O)O)cc2)cc1C
0.99 | CC(=O)N1CCc2cc(S(=O)(=O)NC(CC(C)C)C(=O)N3CCn4c3nc3ccccc34)ccc21 (stereo not given)
-0.041 | CCC(=O)N1CCc2cc(S(=O)(=O)NCCCN(CC)Cc3ccccc3)ccc21
-1.2 | O=C(O)CC(c1ccccc1)c1ccccc1
0.66 | CCC(=O)Nc1ccc(S(=O)(=O)N2CCCCC2)cc1OC
1 | Cc1ccc(N2C(N)=C(C#N)C3(C(=O)N(C)c4ccccc43)C3=C2CC(C)(C)CC3=O)cc1Cl (stereo not given)
1.4 | COc1ccc(-c2c3c(=O)n(C)c(=O)n(C)c3cn2Cc2cccnc2)cc1
-0.081 | O=C(CSc1nc(-c2ccc(F)cc2)cs1)N1CCc2ccccc21
0.081 | Nc1nc(SCC(=O)NC2CCCC2)[nH]c(=O)c1-c1ccccc1
-0.016 | CCNc1nc(Oc2ccc(=O)[nH]n2)nc(N2CCOCC2)n1

Cav3 T inh | structure
-1.3 | OCCN(Cc1ccccc1)Cc1cccc(Cl)c1Cl
-0.49 | COc1ccccc1OCCc1nnc(N)s1
1.5 | O=C(Cn1cc2c(n1)CCCCC2)NCc1ccccc1
-0.32 | CNC(=O)c1[nH]cnc1C(=O)Nc1ccccc1OC
-0.23 | Cc1ccc(OCC(=O)Nc2ccc(-c3nc4ncccc4o3)cc2)cc1
-0.22 | CCCCC1=CC2=C(c3ccco3)C(=O)C(C)(OC(=O)c3ccc(OC)cc3)C(=O)C2=CN1C1CCCC1 (stereo not given)
1.1 | Cc1oc(-c2ccc(Cl)cc2)nc1CSCC(=O)NCCCN1CCOCC1
-0.98 | CCOC(=O)c1cnc(SCC(C)C)nc1N

Cav3 T inh | structure
0.31 | CCC(=O)NC(c1ccccc1)c1nc2ccccc2[nH]1 (stereo not given)
0.99 | COc1cc(C(=O)O)nc2ccccc12
0.0027 | Cc1ccc(NC(=O)c2ccc(C#CC3(O)CCCCC3)cc2)cc1C
0.91 | CCS(=O)(=O)N1CCCC(C(=O)NCc2ccc3c(c2)OCO3)C1 (stereo not given)
-0.33 | Cn1c(=O)oc2cc(S(=O)(=O)NCCC(=O)N3CC=C(c4ccccc4)CC3)ccc21
0.61 | COc1ccc(C(=S)Nc2ccc(N(C)C)cc2)cc1
0.69 | COc1ccccc1-c1cc(C(=O)NCCc2ccccc2)no1
0.069 | COc1ccc2oc(C)c(C(N)=O)c2c1

Cav3 T inh | structure
0.86 | O=C(O)C1CCCCC1C(=O)Nc1ccc2c(c1)OCCO2 (stereo not given)
-2.4 | CCOC(=O)C1=C(CN2CCN(c3ccc(F)cc3)CC2)NC(=O)NC1c1cccs1 (stereo not given)
-1.2 | OCCCCNc1cccc2ccccc12
-0.41 | Cc1cccc(-c2cc(C(=O)NCCCn3ccnc3)c3ccccc3n2)c1
0.01 | Cc1cc2c(C)nc(-c3ccccc3)nc2o1
-0.25 | Cc1noc(/C=C/c2ccco2)c1S(=O)(=O)N1CCC(C(=O)NCc2ccco2)CC1
-0.0067 | NNC(=O)Cn1c(SCc2ccccc2)nc2ccccc21
1.7 | CCOC(=O)Cn1c(=O)c2c(nc3n2CCCCN3c2ccc(C)cc2)n(C)c1=O

Cav3 T inh | structure
-0.52 | COC(=O)CCc1c(C)c(C#N)c2nc3ccccc3n2c1N1CCCC1
0.96 | CCCCn1c(CCNC(=O)CC)nc2ccccc21
1.4 | NS(=O)(=O)c1ccc(CCNc2ncnc3c2c(-c2ccccc2)cn3-c2ccc(F)cc2)cc1
0.038 | C[C@H]1CC[C@@]2(O[C@@H](CCO)C[C@H](O)[C@H]2O)O1
0.39 | COc1ccc(N2CCN(C(=O)CCNS(=O)(=O)c3cccs3)CC2)cc1
0.3 | CCc1ccc(N2C(=O)c3ccc4c5c(ccc(c35)C2=O)CC4)cc1
0.16 | CCC(CC)C(=O)Nc1cc(C(=O)OC)cc(C(=O)OC)c1
0.36 | N#CCSc1ncnc2c1cnn2CCO

Cav3 T inh | structure
0.72 | CCC1(C)Cc2c(sc3c2c(=O)n(C)c2nnc(SCCc4ccccc4)n32)CO1 (stereo not given)
0.73 | COc1ccc(CN2CCN(C(=O)c3cc(OC)c(OC)c(OC)c3)CC2)cc1OC
-0.69 | O=c1cc(CSc2nnc(COc3ccccc3Cl)o2)nc2sccn12
0.022 | CCOC(=O)C1=C(C)N(C)C(=O)NC1c1ccc(C)s1 (stereo not given)
0.55 | S=c1[nH]nc(-c2cccnc2)n1-c1ccccc1
1.5 | CCOC(=O)C1=C(C)NC2=C(C(=O)CC(C)(C)C2)C1c1ccsc1 (stereo not given)
0.022 | COc1cccc(-c2cc(C(F)(F)F)n3ncc(S(=O)(=O)c4ccccc4)c3n2)c1
0.39 | CCn1c(C)[n+](CC(O)COCC2CC=CCC2)c2ccccc21 (stereo not given)

Cav3 T inh | structure
-0.024 | CCn1c(C(=O)N2CCC(Cc3ccccc3)CC2)cc2sccc21
1.2 | Cc1nnc(Sc2nc3c(c(=O)[nH]c(=O)n3C)n2CCc2ccccc2)s1
0.53 | COc1ccc(NC(=O)CCn2nnc(-c3ccc(C)cc3)n2)cc1OC
-0.049 | COc1ccc(NC(=O)CN2c3cccc4cccc(c34)S2(=O)=O)cc1
-0.03 | O=C(NCc1ccco1)C1CCC(N2C(=O)c3ccccc3C2=O)CC1 (stereo not given)
-0.13 | O=C(CSc1nnnn1-c1cccc(F)c1)Nc1nc2ccccc2s1
-0.53 | O=C(Nc1ccc(F)cc1)N1CCC(c2nc3c(nnn3Cc3cccc(Cl)c3)c(=O)[nH]2)CC1
0.16 | CC(=O)NS(=O)(=O)c1ccc(NS(=O)(=O)c2ccc(F)cc2)cc1

Cav3 T inh | structure
-0.84 | Cc1nc2c(C(=O)NCCc3ccccc3)c[nH]n2c(=O)c1Cl
1.5 | CCOC(=O)N1CCN(C(=O)CN(c2ccc(C)cc2)S(=O)(=O)c2c(C)noc2C)CC1
1.7 | CCOC(=O)CSc1nnc(CNC(=O)c2cccs2)n1-c1cccc(C)c1
-3.1 | COC(=O)Cn1c(CN2CCC(Cc3ccccc3)CC2)nc2c1c(=O)n(C)c(=O)n2C
-1.4 | Cc1ccc(NC(=O)C2CCCN2C(=O)Oc2ccccc2)cc1C (stereo not given)
-0.02 | O=C(O)Cn1cc2c(n1)CCCC2
-3.8* | CCn1c(CNc2ccc(Cl)cc2)nnc1SCc1ccc(C)cc1
2.5 | Cc1ccc2oc(=O)c3cnn(CC(=O)N(CCN(C)C)Cc4ccco4)c3c2c1

Cav3 T inh | structure
-1.5 | Cc1ccc(OC(=S)Nc2ccc(O)cc2)cc1
-0.065 | Cc1ccc(-n2nnnc2-c2cnn(-c3ccc(F)cc3)c2C(F)(F)F)cc1
-0.73 | CC(=O)NCCn1c(SCc2ccccc2F)nc2ccccc2c1=O
-0.67 | COc1ccc(NC(=O)C2CCCN(S(=O)(=O)c3cccc4cccnc34)C2)cc1 (stereo not given)
